Source: PubChem BioAssay
DRD3 agonist – qHTS of D3 Dopamine Receptor Agonist: qHTS | D(3) dopamine receptor (Homo sapiens), P35462 | D3R DiscoveRx beta-arrestin cells, luminescence, 90 min | max activation, % | actives 0.58% (n = 410,000) | AID 652048, 2013; in the data active = max activation above about 30%; note: 0% is about no effect; mostly tested at two doses, the higher about 12 µM
Target sequence (P35462 whole entry, looked up): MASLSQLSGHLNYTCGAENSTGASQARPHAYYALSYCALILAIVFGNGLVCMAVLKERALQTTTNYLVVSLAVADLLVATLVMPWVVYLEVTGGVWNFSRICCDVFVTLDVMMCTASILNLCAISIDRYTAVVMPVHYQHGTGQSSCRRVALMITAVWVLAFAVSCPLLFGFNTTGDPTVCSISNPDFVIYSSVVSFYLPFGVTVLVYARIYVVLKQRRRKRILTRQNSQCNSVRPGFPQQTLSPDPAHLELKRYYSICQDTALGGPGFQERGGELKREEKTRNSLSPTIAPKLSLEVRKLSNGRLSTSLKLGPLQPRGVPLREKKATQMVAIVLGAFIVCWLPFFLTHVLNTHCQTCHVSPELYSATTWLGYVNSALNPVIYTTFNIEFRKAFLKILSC
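Agonist-mode cell screen: cells plated at 1500/well and incubated overnight at 37 °C, then exposed to library compounds for 90 min at 37 °C. Detection reagent was added for 30–60 min at room temperature, and luminescence was read.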
EPAC2 agonist – qHTS for Agonist of cAMP-regulated guanine nucleotide exchange factor 4 (EPAC2): primary screen | actives 0.079% (n = 360,000) | EPAC2 activation, biochemical qHTS; response scale: 100% = 6.5 mM cAMP response | Rap guanine nucleotide exchange factor 4 (Homo sapiens), Q8WZA2 | Potency, µM (titrated, usually from 154 µM), for the others: at the top dose activation, most hits filed as activators; note: potency is the fitted concentration of half-maximal effect; nearly all actives have a fitted effect of over 50% in size
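Compounds were added across a concentration range to EPAC2 (100 nM), RAP1B-BODIPY-GDP (250 nM) and GDP (50 uM). After 5 min at room temperature, fluorescence was recorded at 5-min intervals for 30 min.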
pAkt inh – HTS Assay for Inhibitors of Akt Phophorylation: Primary Screen; activity change, % for hits at 50 µM; AID 651550, 2012; actives 0.32% (n = 360,000); Neuro2A IGF-stimulated pAkt S473 HTRF, 20 min; active compounds read low; in the data active = activity change below about -80%; inconclusive = mostly about -51% to -80%; note: % is set by controls: 0 for no effect and ±100 for the full control effect
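Neuro2A cells (4,500/well, DMEM with 0.5% FBS) were treated with compound at a single 50 µM final concentration, stimulated with 6 nM IGF for 20 min at 37 °C, and lysed. Phospho-Akt Ser473 was read by HTRF as 665/615 ratio ×10^4.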
CCT modulator – High-Throughput Screening for Modulators of Cytosolic Chaperonin Activity. purified chaperonin ATPase assay, HTRF ADP detection, 30 min. activity change, % (test concentration not listed), hits read low. actives 0.3% (n = 360,000); in the data active = activity change below about -30%; note: % is set by controls: 0 for no effect and ±100 for the full control effect
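We incubate TRiC, 40 or 20 nM final, with library compounds at 76 uM and 10 uM ATP for 30 min at 37 °C. ADP formed is detected with Transcreener HTRF reagents after 30 min at room temperature.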
DRD3 antagonist – qHTS of D3 Dopamine Receptor Antagonist: qHTS. max response, negative = inhibition, %. actives 2.5% (n = 360,000). D(3) dopamine receptor (Homo sapiens), P35462. D3R cells, DiscoveRx beta-arrestin luminescence, antagonist mode; active compounds read low; in the data active = max response below about -50%; inconclusive = no clear call, values can overlap the other calls; note: % is set by controls: 0 for no effect and ±100 for the full control effect; mostly tested at two doses, the higher about 12 µM
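Cells expressing the human receptor were seeded at 1500 cells/well, incubated overnight at 37 degrees C in 5% CO2, then exposed to library compounds with dopamine controls for 90 minutes at 37 degrees C before luminescent detection.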
MmCpn inh – Inhibitors of TCP-1 ring complex (TRiC) of Methanococcus maripaludis (MmCpn): qHTS. Chaperonin Mm-Cpn (Methanococcus maripaludis). purified Mm-Cpn ATPase, ADP Transcreener TR-FRET. Potency, µM (series often up to 76.9 µM), for inactives: at the top dose activity, negative = inhibition, usual class: inhibitors. actives 0.031% (n = 330,000). AID 504842, 2011; note: potency is the fitted concentration of half-maximal effect; % is set by controls: 0 for no effect and ±100 for the full control effect; nearly all actives have a fitted effect of over 80% in size
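Purified archaeal Mm-CPN (25nM final) preincubated 10 min at 37degC with compound, then 10uM ATP for 30 min at 37degC; ADP measured by HTRF Transcreener TR-FRET; buffer 30 mM TRIS pH 7.4, 100mM KCl, 5mM MgCl2, 1mM DTT.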
EPAC2 antagonist – qHTS for Antagonist of cAMP-regulated guanine nucleotide exchange factor 2 (EPAC2): primary screen | Potency, µM (highest dose often 114 µM), inactives show at the highest dose activity, negative = inhibition, actives largely listed as inhibitors | actives 0.18% (n = 360,000) | Rap guanine nucleotide exchange factor 4 (Homo sapiens), Q8WZA2 | EPAC2 GEF exchange of Rap1B-BODIPY-GDP, fluorescence | AID 720708, 2013; note: potency is the fitted concentration of half-maximal effect; % is set by controls: 0 for no effect and ±100 for the full control effect; nearly all actives have a fitted effect of over 45% in size; many of its hits are not listed in these tables
PTHR1 ag – qHTS for PTHR1 Agonists: Primary Screen; AID 743266, 2014; HEK293 GP2 PTHR1 cells, GloSensor cAMP luminescence, 1 h; Parathyroid hormone/parathyroid hormone-related peptide receptor (Homo sapiens), Q03431; actives 0.075% (n = 410,000); Potency, µM (top dose mostly 115 µM), for the others: at the top dose activation, actives largely listed as activators; note: potency is the fitted concentration of half-maximal effect; nearly all actives have a fitted effect of over 55% in size; some results filed as inactive show a strong effect at the top dose; inactives centre near -15; many of its hits are not listed in these tables
Target sequence (Q03431 whole entry, looked up): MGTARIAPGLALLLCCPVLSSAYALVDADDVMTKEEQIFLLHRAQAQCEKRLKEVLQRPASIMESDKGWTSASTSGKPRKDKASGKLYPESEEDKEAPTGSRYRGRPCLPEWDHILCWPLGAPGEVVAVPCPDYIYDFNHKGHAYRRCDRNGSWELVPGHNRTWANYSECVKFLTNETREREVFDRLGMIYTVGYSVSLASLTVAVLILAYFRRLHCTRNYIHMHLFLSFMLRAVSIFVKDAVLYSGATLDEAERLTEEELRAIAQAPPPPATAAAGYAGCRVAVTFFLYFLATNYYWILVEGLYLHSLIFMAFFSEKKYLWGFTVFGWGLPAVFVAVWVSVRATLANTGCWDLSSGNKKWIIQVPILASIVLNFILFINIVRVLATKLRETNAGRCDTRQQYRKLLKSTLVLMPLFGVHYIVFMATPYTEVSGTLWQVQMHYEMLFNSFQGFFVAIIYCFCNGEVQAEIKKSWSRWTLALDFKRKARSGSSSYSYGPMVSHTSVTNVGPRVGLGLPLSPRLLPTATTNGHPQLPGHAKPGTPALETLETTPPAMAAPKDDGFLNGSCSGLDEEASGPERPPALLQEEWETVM
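HEK-293-derived GP2 cells expressing PTHR1 and a GloSensor cAMP reporter, 3,000/well, plated overnight, given luciferin plus IBMX (each 0.5 mM as added) for 1 h at 37 °C, then compound for 1 h at 37 °C. Luminescence was read after 15 min at room temperature.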
* = called active by the depositor; i = inactive; u = inconclusive; x = no result given; & = joins results of further samples; [ ] = dose if it differs, or a comment. Unless noted, calls come from the whole dose curve; as a rule, active = well fitted curve in the direction sought with a large enough effect; inconclusive = small, poorly fitted or top-dose-only effect, or another doubt; inactive = no such curve, though single readings can be large; an effect the other way counts as inactive or inconclusive. This is a subset (hit frequency here may not be typical).

The first 8 records, to show the layout:
SMILES | DRD3 agonist | EPAC2 agonist | pAkt inh | CCT modulator | DRD3 antagonist | MmCpn inh | EPAC2 antagonist | PTHR1 ag
CCNc1nc(N)nc(Oc2ccc(OCCOc3ccc(Cl)cc3Cl)nn2)n1 | 2 | 10% | i | -3.1 | -10 | -3% | -4% | -16%
CC(Oc1ccc2c(-c3ccccc3)cc(=O)oc2c1)C(=O)NCC1CCC(C(=O)O)CC1 (stereo not drawn) | -11&2 | 13%&-1% | i | -3.3&-0.4 | 9&16 | 0%&-1% | 1%&-18% | -18%
Nn1c(SCc2ccccc2F)nnc1-c1ccncc1 | -2 | 12% | i | -2.7 | 1 | 2% | -3% | -17%
O=C(NC(=S)N1CCCC1)c1ccc(Cl)cc1Cl | -3 | -2% | i | 2.0 | 0 | 17% | 5% | -34%
O=C1C(=O)N(CCCO)C(c2ccc(Br)cc2)/C1=C(\O)c1ccc(Br)cc1 (stereo not drawn) | -3 | -4% | i | 0.0 | 3 | -1% | 6% | -4%
Cc1onc(-c2ccccc2)c1C(=O)N1CCN(c2ncccn2)CC1 | 4 | 4% | i | 0.4 | 0 | 1% | -13% | i
CC1=C(C(=O)N2CCCCC2)C(c2cccs2)NC(=O)N1 (stereo not drawn) | -2 | 5% | i | -2.1 | 0 | -1% | 2% | -16%
CN(CCOc1ccccc1)CC(=O)Nc1ccc(S(=O)(=O)N2CCCC2)cc1 | 3 | 19% | i | 2.0 | 21 | 0% | -1% | -43%[inhibitor]

This part in full, from the start:
SMILES | DRD3 agonist | EPAC2 agonist | pAkt inh | CCT modulator | DRD3 antagonist | MmCpn inh | EPAC2 antagonist | PTHR1 ag
CCNc1nc(N)nc(Oc2ccc(OCCOc3ccc(Cl)cc3Cl)nn2)n1 | 2 | 10% | i | -3.1 | -10 | -3% | -4% | -16%
CC(Oc1ccc2c(-c3ccccc3)cc(=O)oc2c1)C(=O)NCC1CCC(C(=O)O)CC1 (stereo not drawn) | -11&2 | 13%&-1% | i | -3.3&-0.4 | 9&16 | 0%&-1% | 1%&-18% | -18%
Nn1c(SCc2ccccc2F)nnc1-c1ccncc1 | -2 | 12% | i | -2.7 | 1 | 2% | -3% | -17%
O=C(NC(=S)N1CCCC1)c1ccc(Cl)cc1Cl | -3 | -2% | i | 2.0 | 0 | 17% | 5% | -34%
O=C1C(=O)N(CCCO)C(c2ccc(Br)cc2)/C1=C(\O)c1ccc(Br)cc1 (stereo not drawn) | -3 | -4% | i | 0.0 | 3 | -1% | 6% | -4%
Cc1onc(-c2ccccc2)c1C(=O)N1CCN(c2ncccn2)CC1 | 4 | 4% | i | 0.4 | 0 | 1% | -13% | i
CC1=C(C(=O)N2CCCCC2)C(c2cccs2)NC(=O)N1 (stereo not drawn) | -2 | 5% | i | -2.1 | 0 | -1% | 2% | -16%
CN(CCOc1ccccc1)CC(=O)Nc1ccc(S(=O)(=O)N2CCCC2)cc1 | 3 | 19% | i | 2.0 | 21 | 0% | -1% | -43%[inhibitor]
CCN(CC)C(=O)C1CCCN(Cc2ccc3c(c2)OCO3)C1 (stereo not drawn) | 2 | 6% | i | -1.8 | -26 | 1% | 0% | i
CNc1nc(-c2ccc3c(c2)CCN3C(=O)c2ccccc2F)cs1 | 2 | 17% | i | -1.7 | -6 | -10% | -1% | -43%[inhibitor]
CCCOc1ccc(C(=O)CCNc2cccc(Cl)c2)cc1 | 4 | -1% | i | -2.1 | -1 | -3% | u | -38%[inhibitor]
CCCn1nnnc1NC(=O)CSc1ccc(Cl)cc1 | 2 | 2% | i | -5.8 | 6 | 1% | 5% | i
O=S1(=O)CCOC[C@H](CC2CCCCC2)N1Cc1ccccc1F | 3 | 14% | i | -1.6 | -2 | 0% | u | 0%
COc1ccc(CNC(=O)CSc2nc3cccnc3s2)cc1 | 2 | 16% | i | 0.2 | 20 | 1% | 7% | i
Nc1[nH]c(=O)nc2snnc12 | 7 | 5% | i | -1.1 | 7 | x | 15% | -4%
CC1(C(=O)NS(=O)(=O)c2ccccc2Cl)CCN1C(=O)C1CCCCC1 (stereo not drawn) | 4 | 3% | i | 1.4 | 6 | x | 29% | -17%
Cc1onc(-c2ccccc2)c1CNC(=O)C1COc2ccccc2O1 (stereo not drawn) | -9 | 18% | i | -3.7 | -16 | 1% | -10% | -11%
N#CCCN(C(=O)COC(=O)CCC(=O)c1cccs1)c1ccccc1 | 4 | 4% | i | 0.6 | 4 | -3% | 4% | i
Cc1ccc[n+](C(C)C(=O)c2ccc(-c3ccccc3)cc2)c1 (stereo not drawn) | 0 | 1% | i | 1.2 | 12 | -1% | 3% | -32%[inhibitor]
Cc1ccc(CN2CCC(n3nccc3NC(=O)CCOc3ccccc3)CC2)o1 | -14 | 1% | i | -1.7 | -16 | 1% | 2% | -21%
COc1ccccc1N1CCN(/N=C/c2cc(Br)ccc2F)CC1 | 3 | 20% | i | -1.5 | 21 | -2% | 16% | -57%[inhibitor]
COCCNC(=O)c1c[nH]c2ccc(S(=O)(=O)N3CCc4ccccc43)cc2c1=O | 0 | -5% | i | -1.6 | 3 | 6% | 2% | -36%[inhibitor]
O=[N+]([O-])c1ccc(Oc2cccc(Br)c2)c2ccncc12 | 4 | 6% | i | 0.3 | 6 | 0% | -4% | -29%
COc1ccc(C(CNC(=O)c2ccc(C)c(S(=O)(=O)N3CCCCC3)c2)N2CCCC2)cc1 (stereo not drawn) | -22 | 4% | i | -4.9 | -24 | x | -2% | -18%
Cc1ccc(S(=O)(=O)Nc2cccc(C(=O)NCC3(N4CCCCC4)CCCCC3)c2)cc1F | -4 | 2% | i | -0.3 | 0 | -2% | 0% | i
CC(C)[C@H](NC(=O)N1CC(=O)Nc2ccccc21)C(=O)N1CCC(C(=O)O)CC1 | -7 | 8% | i | -1.8 | -24 | -2% | 3% | 3%
CCCn1c(=O)c(C(=O)NNC(=O)c2cccc([N+](=O)[O-])c2)c(O)c2ccccc21 | -1 | -3% | i | 0.5 | 0 | -9% | 6% | -15%
O=C(Nc1ccc(F)cc1)c1ccccc1F | 7 | 8% | i | 1.5 | -3 | x | 0% | i
Cc1onc(-c2ccccc2Cl)c1C(=O)Nc1ccc(Br)cc1 | 3 | 26% | i | -0.5 | 2 | 2% | -24% | -3%
CCOc1ccccc1N(CC(=O)Nc1ccccc1Br)S(=O)(=O)c1ccccc1 | 2 | 8% | i | -0.7 | -23 | x | -6% | -11%
CCOC(=O)c1cn2nc(Oc3ccccc3)ccc2n1 | 1 | 0% | i | 1.9 | -10 | 1% | -9% | 0%
O=C(COC(=O)c1cc(-c2ccccc2Cl)nc2ccccc12)Nc1ncc(C(F)(F)F)cc1Cl | 4 | -12% | i | 1.1 | -1 | -1% | -4% | i
Cc1ccccc1N(C(=O)c1ccccn1)C(C(=O)NCc1ccccc1)c1ccncc1 (stereo not drawn) | -13 | 12% | i | 1.0 | 15 | -1% | -11% | i
S=C(Nc1ccc(Cl)c(Cl)c1)N1CCOCC1 | -2 | -5% | i | 0.1 | 12 | 2% | 1% | -25%
Cc1nnsc1NC(=O)OCc1ccc(C(C)(C)C)cc1 | 6 | -8% | i | -0.4 | 28 | -1% | -1% | -27%[57.5 µM]
COc1ccc(-c2csc(Nc3cccc(C)n3)n2)cc1 | 7 | 4% | i | 0.6 | 8 | -2% | -8% | -32%[inhibitor]
COc1ccc(OC)c(-c2csc(NC(=O)Cc3ccccc3F)n2)c1 | 5 | 16% | i | 1.0 | -8 | -2% | -14% | i
OCCOCCn1c(C2CCCN2c2nc(-c3ccc(F)cc3)cs2)nc2cc(C(F)(F)F)ccc21 (stereo not drawn) | -6 | 11% | i | -4.2 | -25 | x | -16% | -25%
CCOC(=O)CS(=O)(=O)c1nc(-c2ccccc2)cc(C(F)(F)F)n1 | -28 | -4% | i | 0.0 | -69* | -4% | -5% | -34%[57.5 µM]
CN(Cc1ccccc1)C(=O)CCC1CCN(S(C)(=O)=O)CC1 | 3 | 2% | i | -0.7 | -8 | -3% | 10% | i
CNC(=O)c1cc2c(cn1)[nH]c1ccccc12 | 4 | 4% | i | -1.9 | 3 | x | -8% | i
Cc1cc(NC(=O)CSc2nc(-c3ccccc3)c(C#N)c(=O)[nH]2)no1 | 2 | 1% | u | -2.4 | -4 | -23% | 16% | i
CCOCc1[nH]c(=S)[nH]c(=O)c1Cc1ccc(OCC(C)C)cc1 | -3 | -10% | i | -1.3 | -22 | -2% | -13% | -63%[inhibitor]
CN(C)c1ccc(S(=O)(=O)NCC(=O)N2CCN(S(=O)(=O)c3cccc(F)c3)CC2)cc1[N+](=O)[O-] | 2 | -9% | i | -0.1 | -19 | x | -7% | -22%
CCc1nc(N)nc(N)c1-c1ccc(N(C)Cc2ccccc2)c([N+](=O)[O-])c1 | 1 | 2% | i | -2.4 | 1 | x | -1% | -18%
OCCN1CCN(c2ncnc3c2c(-c2ccccc2)cn3-c2ccc(F)cc2)CC1 | -20 | 5% | i | -0.7 | -75* | 1% | -14% | 7%
COc1ccc(CCNC(=O)Cn2nnc(-c3cccs3)n2)cc1OC | -13 | 0% | i | 4.9 | -19 | 2% | 8% | i
Cc1ccc(NC(=O)CNC(=O)c2ccco2)c(Cl)c1 | 3 | 3% | i | 0.2 | 8 | 4% | 4% | i
O=C(CN1C(=O)COc2ccccc21)NCC1CCCO1 (stereo not drawn) | 2 | 16% | i | 0.4 | -10 | 2% | 2% | i
